D2 antag = HTS Assay for Allosteric Antagonists of the Human D2 Dopamine Receptor: Primary Screen for Antagonists; HEK293 TREx D2 cells, calcium flux, dopamine EC80; AID 485344, 2010; inhibition, % at 10 µM; 340,000 tested, 2% active; D(2) dopamine receptor (Homo sapiens), P14416; in the data active = inhibition above about 30%; also: 0% is about no effect
Target sequence (P14416 whole entry, looked up): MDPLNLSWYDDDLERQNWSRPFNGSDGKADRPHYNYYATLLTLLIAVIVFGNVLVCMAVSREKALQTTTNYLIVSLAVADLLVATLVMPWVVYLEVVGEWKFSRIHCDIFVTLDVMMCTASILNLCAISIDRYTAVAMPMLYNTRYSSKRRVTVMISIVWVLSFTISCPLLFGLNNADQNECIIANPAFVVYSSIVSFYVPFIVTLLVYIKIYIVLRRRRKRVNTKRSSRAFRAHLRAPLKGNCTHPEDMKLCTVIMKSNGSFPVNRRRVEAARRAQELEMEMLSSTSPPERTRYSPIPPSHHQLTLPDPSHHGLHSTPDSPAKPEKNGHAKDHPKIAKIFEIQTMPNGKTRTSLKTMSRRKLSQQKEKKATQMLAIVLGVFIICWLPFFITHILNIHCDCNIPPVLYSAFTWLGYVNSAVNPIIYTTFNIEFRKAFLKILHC
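Cells plated overnight at 30 C with tetracycline; no-wash calcium dye, 30–90 min RT; 10 s baseline; compound pinned; 180 s read; EC80 dopamine added; another 180 s read.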
D2 ag = HTS Assay for Allosteric Agonists of the Human D2 Dopamine Receptor: Primary Screen for Agonists; D(2) dopamine receptor (Homo sapiens), P14416; HEK293 T-REx D2 cells, calcium flux agonist mode; activation, % at 2 µM; 340,000 tested, 0.53% active; AID 485358, 2010;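 active = activation over 3 SD above normal in the single-dose calcium agonist read, cut at about 30% in these data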; also: 0% is about no effect
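Calcium-flux readout, 1 cycle/sec over 180 s following compound pin transfer, in inducible HEK293 Trex D2 cells (force-coupled); dopamine controls included. Positive calcium responses during this window marked compounds as potential agonists.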
D2 potentiator = HTS Assay for Positive Allosteric Modulators of the Human D2 Dopamine Receptor: Primary Screen for Potentiators. potentiation, % at 10 µM. HEK293 T-REx D2, calcium flux, EC20 dopamine potentiation. AID 485347, 2010. D(2) dopamine receptor (Homo sapiens), P14416. 340,000 tested, 0.34% active;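 active = potentiation over 3 SD above the plate norm, cut at about 30% in these data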; also: 0% is about no effect
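Tetracycline-induced HEK293 T-REx cells force-coupled to calcium signalling expressed D2; compounds were pin-added after a 10 s baseline, read kinetically 180 s, then an EC20 dopamine challenge followed with a further 180 s calcium read.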
D1 agonist = Allosteric Agonists of the Human D1 Dopamine Receptor: qHTS; D(1A) dopamine receptor (Homo sapiens), P21728; HEK293 T-REx D1 cells, calcium flux, agonist mode; activation, % at 2 µM; 360,000 tested, 1% active; also: 0% is about no effect
Target sequence (P21728 whole entry, looked up): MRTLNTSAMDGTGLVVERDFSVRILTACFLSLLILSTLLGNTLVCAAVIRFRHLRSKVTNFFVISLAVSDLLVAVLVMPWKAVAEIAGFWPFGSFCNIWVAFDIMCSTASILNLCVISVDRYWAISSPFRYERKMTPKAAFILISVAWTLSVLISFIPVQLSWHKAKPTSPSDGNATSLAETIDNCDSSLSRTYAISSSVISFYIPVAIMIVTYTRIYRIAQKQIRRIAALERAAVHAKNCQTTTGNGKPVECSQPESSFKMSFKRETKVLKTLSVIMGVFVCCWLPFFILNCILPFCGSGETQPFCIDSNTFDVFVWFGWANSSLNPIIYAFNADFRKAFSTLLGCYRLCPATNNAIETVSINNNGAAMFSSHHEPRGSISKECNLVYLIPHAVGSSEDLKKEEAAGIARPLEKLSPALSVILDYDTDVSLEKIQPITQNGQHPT
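Tetracycline-induced HEK293 TREx D1 cells, force-coupled to calcium signalling, were dye-loaded with a no-wash calcium kit. Compound was pin-added after a 10 s baseline. Fluorescence was read kinetically at 1 cycle/s for 180 s, with calcium rises flagged as agonism.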
D1 antagonist = Antagonist of Human D 1 Dopamine Receptor: qHTS. D(1A) dopamine receptor (Homo sapiens), P21728. HEK293 TREx D1 cells, calcium flux, dopamine EC80; stronger effect = lower value. activity change, negative = inhibition, % at 10 µM. 360,000 tested, 3.2% active. AID 504652, 2011; in the data active = activity change below about -30%; also: % is scaled to controls: 0 for no effect and ±100 for the full control effect
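Using tetracycline-induced force-coupled D1 Hek293 cells and a calcium dye, signals were followed for 180 s after compound, then for 180 s after EC80 dopamine, to detect inhibitors.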
D1 PAM = Potentiators of Human D1 Dopamine Receptor: qHTS; HEK293 TREx D1 cells, calcium flux, dopamine EC20 potentiation; potentiation, % at 10 µM; 360,000 tested, 0.036% active; D(1A) dopamine receptor (Homo sapiens), P21728; AID 504651, 2011; in the data active = potentiation above about 30%; also: 0% is about no effect
RXFP1 antag = qHTS Assay for Antagonists of the Relaxin Receptor RXFP1 | HEK293-RXFP1, relaxin-stimulated cAMP HTRF, 30 min; stronger effect = lower value | activity change, negative = inhibition, % at 57.5 µM | 350,000 tested, 0.59% active;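 active = activity change of -60% or lower, but not beyond a set lower limit; inconclusive = change between -60% and -40%, or beyond the set limit; inactive = change above -40%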; also: % is scaled to controls: 0 for no effect and ±100 for the full control effect
TRHR PAM = qHTS for Small Molecule Agonists and Allosteric Enhancers of Human TRH Receptor: Primary Screen for Enhancers. 360,000 tested, 0.66% active. enhancement, % at 2 µM. Thyrotropin-releasing hormone receptor (Homo sapiens), P34981. TRHR cells, fluo-8 calcium fluorescence, EC20 TRH enhancement; in the data active = enhancement above about 30%; also: 0% is about no effect
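TRHR-expressing cells loaded with fluo-8 calcium dye were read kinetically (ex 480/em 530) during compound addition, then stimulated with an EC20 of TRH (10 nM final). Enhancement of the Gq-mediated intracellular calcium response was scored.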
TRHR agonist = qHTS for Small Molecule Agonists and Allosteric Enhancers of Human TRH Receptor: Primary Screen for Agonists; TRHR cells, calcium flux fluo-8, FDSS agonist mode; 360,000 tested, 0.18% active; activation, % at 2 µM; Thyrotropin-releasing hormone receptor (Homo sapiens), P34981; also: 0% is about no effect
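TRHR-expressing cells loaded with fluo-8 calcium dye; 23 nL library compound pin-transferred, kinetic FDSS fluorescence (Ex 480/Em 530) recorded about 180 s for agonist-induced calcium release, before a 10 nM TRH EC20 addition for potentiator mode.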
An asterisk follows results filed as active; ? = inconclusive; / = no result given; & = joins results of further samples. Rule as the data show it, unless noted: active = activation above about 30%; inactive = the rest.

SMILES | D2 antag | D2 ag | D2 potentiator | D1 agonist | D1 antagonist | D1 PAM | RXFP1 antag | TRHR PAM | TRHR agonist
O=C(Nc1sc2c(c1C(=O)O)CCCC2)c1ccc(Cl)cc1 | 19 | 0.1 | -8 | 3 | 8 | 2 | -9 | -1 | -1.0
CC(=O)Nc1ccc(SC[C@H](c2ccccc2)N2CCN(CCc3ccccc3)CCC2=O)cc1 | -4 | -0.2 | -6 | 1 | -12 | -5 | / | 5 | -0.1
CCOCCCN1C(=O)CN(C2CCCCC2)C(=O)C1c1ccc(OCC)c(OC)c1 (configuration not stated) | 6 | -0.3 | 26 | 1 | -2 | -1 | 1 | -4 | 0.4
COc1ccccc1CNC(=O)CCn1c(=O)c2cccn2c2cccnc21 | / | 0.9 | 3 | -1 | -23 | -1 | 0 | -6 | -0.3
CC(C)C1=C2OC(N)=C(C#N)C(C#N)=C2C(C)CC1 (configuration not stated) | -6 | 0.3 | 10 | 6 | 0 | -2 | -4 | -6 | -2.0
CCOC(=O)c1ccc(NC(=O)CCc2nc(-c3ccc(C)cc3)no2)cc1 | 1 | 1.1 | / | 45* | 1 | -9 | 3 | 15 | -2.4
Cn1c(=O)oc2cc(S(=O)(=O)N3CCN(c4ccc(F)cc4)CC3)ccc21 | 2 | 1.2 | -6 | 3 | -12 | -7 | -12 | -3 | 1.7
O=C(CCN1C(=O)c2ccccc2C1=O)CN1CCOCC1 | -10 | 0.3 | -4 | 1 | 7 | 7 | 7 | 13 | -0.2
Cc1cc(C)n2nc(SC(C)C(=O)N3CCOCC3)nc2n1 (configuration not stated) | -15 | -1.4 | -4 | 0 | -6 | -4 | 13 | -4 | 0.2
Cc1n[nH]c(=O)c2c(NC(=O)CSc3nnc(-c4ccco4)n3C)oc(C)c12 | -1 | -0.5 | 3 | 2 | 3 | 8 | 9 | -3 | 1.0
Cc1cc(NC(=O)CN(C)S(=O)(=O)c2ccc(-c3ccc(=O)[nH]n3)s2)ccc1Br | -11 | 2.4 | 6 | 2 | -21 | -4 | 9 | 4 | 0.5
COc1ccc(C2C(C(=O)O)CCC(=O)N2c2ccc(C)cc2)cc1OC (configuration not stated) | 13 | 1.9 | 21 | 3 | 13 | 1 | -3 | -6 | -0.6
CSc1cc(-c2ccc(Cl)cc2)n(Cc2ccccc2)c(=O)c1C#N | -2 | 0.4 | -5 | 0 | 9 | -1 | 2 | 1 | 0.3
Cn1c(N2CCOCC2)nc2c1c(=O)n(Cc1ccc(Cl)c(Cl)c1)c(=O)n2C | -8 | 1.1 | 22 | 0 | 0 | -4 | 2 | 4 | -2.3
Fc1ccc(CNc2ncccn2)cc1 | 0 | -0.6 | 10 | -1 | -13 | 9 | -15 | 42* | -0.6
COc1cc(NS(=O)(=O)c2ccc(NC(=O)C(C)Oc3ccc(Cl)cc3Cl)cc2)nc(OC)n1 (configuration not stated) | / | 4.9 | 17 | 0 | -8 | 2 | 5 | -2 | -0.3
Cc1ccc(N2CCn3c2nc2c3c(=O)n(CCCc3ccccc3)c(=O)n2C)cc1C | / | 0.4 | 4 | 0 | -11 | -4 | -1 | -3 | -0.1
Cc1nnc(N2CCC(C(=O)N3CCCCC3)CC2)c2nn(-c3ccc(Cl)cc3)c(C)c12 | 12 | 0.9&-1.2 | 3&-6 | 4&3 | 17&15 | 0&-1 | -4&-10 | -14&3 | 0.1&-1.2
Cc1ccc(-c2noc(CCC(=O)Nc3cc(C)ccn3)n2)cc1 | 1 | 0.7 | 0 | 4 | 8 | 6 | 4 | -5 | -0.1
Nc1ccc[n+](Cc2ccccn2)c1 | 6 | 0.3 | -7 | 2 | -4 | 4 | 0 | 3 | 0.7

Five compounds picked at random from the list so far:
SMILES | D2 antag | D2 ag | D2 potentiator | D1 agonist | D1 antagonist | D1 PAM | RXFP1 antag | TRHR PAM | TRHR agonist
Cc1cc(NC(=O)CN(C)S(=O)(=O)c2ccc(-c3ccc(=O)[nH]n3)s2)ccc1Br | -11 | 2.4 | 6 | 2 | -21 | -4 | 9 | 4 | 0.5
Cc1nnc(N2CCC(C(=O)N3CCCCC3)CC2)c2nn(-c3ccc(Cl)cc3)c(C)c12 | 12 | 0.9&-1.2 | 3&-6 | 4&3 | 17&15 | 0&-1 | -4&-10 | -14&3 | 0.1&-1.2
CSc1cc(-c2ccc(Cl)cc2)n(Cc2ccccc2)c(=O)c1C#N | -2 | 0.4 | -5 | 0 | 9 | -1 | 2 | 1 | 0.3
Cn1c(N2CCOCC2)nc2c1c(=O)n(Cc1ccc(Cl)c(Cl)c1)c(=O)n2C | -8 | 1.1 | 22 | 0 | 0 | -4 | 2 | 4 | -2.3
Cc1ccc(N2CCn3c2nc2c3c(=O)n(CCCc3ccccc3)c(=O)n2C)cc1C | / | 0.4 | 4 | 0 | -11 | -4 | -1 | -3 | -0.1

The list goes on:
SMILES | D2 antag | D2 ag | D2 potentiator | D1 agonist | D1 antagonist | D1 PAM | RXFP1 antag | TRHR PAM | TRHR agonist
O=C(Cc1ccccc1)NCCc1csc2nc(-c3ccc(Cl)cc3)nn12 | / | -0.1 | -8 | 4 | -3 | -4 | -5 | -7 | -0.1
COC(=O)c1nc2nc(C)cc(=O)n2[nH]1 | / | / | / | 4 | -2 | 2 | -13 | 9 | -0.3
CC(NC(=O)CN(c1ccc(Cl)cc1)S(C)(=O)=O)c1ccccc1 (configuration not stated) | 10 | 0.9 | 8 | 7 | 1 | 2 | -4 | 1 | -0.2
COc1ccc(NC(=O)CCc2c(C)nc3nc(CNC(=O)OC(C)(C)C)nn3c2C)cc1OC | / | / | 11 | 0 | 2 | 1 | 0 | -5 | -0.1
CCCOc1ccc(-c2nc3c(c(=O)[nH]c(=O)n3Cc3ccccc3)n2CCO)cc1OCC | 8 | -0.4 | -3 | 1 | 10 | -11 | -12 | 2 | -0.3
CCOc1ccc(CN2CCNC(=O)C2CC(=O)N(C)C2CCCCC2)cc1 (configuration not stated) | -21 | 0.1 | -4 | 1 | 29 | 7 | 4 | 2 | -0.2
O=C(COc1ccccc1Cl)Nc1ccc2nc(SCC(=O)N3CCCC3)sc2c1 | / | -1.2 | 9 | 4 | -10 | -1 | 0 | -2 | 0.7
Cc1ccc2c(c1)C(c1ccccc1)N(C(=O)c1ccc(S(=O)(=O)N3CCCCC3)cc1)CC(=O)N2 (configuration not stated) | / | 0.5 | 1 | 5 | -48* | -2 | 6 | 0 | -0.1
CCc1ccc(OCC(=O)NCC(c2ccc(Cl)cc2)N2CCCCC2)cc1 (configuration not stated) | -6 | 0.2 | -9 | 5 | -8 | -1 | ? | 1 | 0.1
Cc1cc(-c2nnc(SCC(=O)Nc3ccc(C)c(C)c3)n2N)n[nH]1 | 2 | 0.1 | -5 | 1 | -13 | 1 | -9 | 0 | -0.2
O=C(CSc1cccc[n+]1[O-])Nc1ccc(N2CCOCC2)cc1 | 0 | -0.4 | 0 | 2 | 18 | 8 | / | -1 | 0.1
CCOc1ccc2[nH]c3c(NCCC(C)C)ncnc3c2c1 | -12 | -0.3 | 5 | 0 | 23 | -3 | ? | 5 | -0.4
CN(C1=C(N2CCCCC2)C(=O)c2ccccc2C1=O)c1ccccc1 | 1 | 1.2 | -15 | 10 | / | -3 | -35 | 2 | -0.5
Cn1c(=O)c2[nH]c(CNc3ccc(C(=O)O)cc3)nc2n(C)c1=O | -8 | -0.9 | 13 | 3 | 20 | -2 | 4 | 9 | -0.8
Nc1ccc(/C=C/C(=O)c2cccs2)cc1 | 60* | 26 | -27 | 82* | -12 | -7 | -8 | -15 | 52*
Cc1c(C(=O)NCc2cccnc2)sc2nc(-c3ccc(F)cc3)cn12 | -16 | -1.3 | 17 | 9 | -25 | -14 | 4 | 0 | -1.3
N#C/C(=C\c1c(N2CCC(C(N)=O)CC2)nc2ccccn2c1=O)S(=O)(=O)c1ccc(Cl)cc1 | -21 | 1.3 | -1 | 8 | -7 | -2 | 7 | 1 | 1.5
COc1ccc(Oc2nc(C(F)(F)F)nc3ccccc23)cc1 | 16 | 0.0 | -1 | 11 | 11 | 1 | -17 | -1 | 0.6
CCC(C)(C)C1CCC2(CC1)NC(=O)N(CC(=O)N(C)Cc1ccc(OC(F)F)cc1)C2=O (configuration not stated) | -1 | 0.5 | 7 | 2 | -14 | -7 | ? | -2 | 0.4
CC(=O)Nc1ccc(NC(=O)C2CCCN2C(=O)Nc2ccc(F)cc2)cc1 (configuration not stated) | -8 | 1.8 | 0 | 2 | 8 | / | 0 | -1 | 0.0

At a glance, part of the list above:
SMILES | D2 antag | D2 ag | D2 potentiator | D1 agonist | D1 antagonist | D1 PAM | RXFP1 antag | TRHR PAM | TRHR agonist
O=C(CSc1cccc[n+]1[O-])Nc1ccc(N2CCOCC2)cc1 | 0 | -0.4 | 0 | 2 | 18 | 8 | / | -1 | 0.1
CCOc1ccc2[nH]c3c(NCCC(C)C)ncnc3c2c1 | -12 | -0.3 | 5 | 0 | 23 | -3 | ? | 5 | -0.4

More records
SMILES | D2 antag | D2 ag | D2 potentiator | D1 agonist | D1 antagonist | D1 PAM | RXFP1 antag | TRHR PAM | TRHR agonist
CCN1CCN(C(=O)CN2C(=O)c3ccccc3S2(=O)=O)CC1 | -2 | 0.5 | 9 | 1 | -15 | -5 | -8 | 3 | 0.5
CCOc1ccc(NC(=O)c2cccc(NC3=NC4CS(=O)(=O)CC4S3)c2)cc1 (configuration not stated) | 0 | 0.4 | -2 | 1 | 3 | -3 | 1 | 7 | 0.4
COC(=O)c1ccc(NC(=O)COc2cccc(-n3cnnn3)c2)cc1 | -8 | 0.3 | -1 | 2 | 1 | -5 | -2 | 2 | 0.2
CC1CCCC(C)N1C(=O)Cn1cc(C#N)c2ccccc21 (configuration not stated) | 6 | -0.3 | 1 | 1 | -2 | -4 | 3 | -7 | 3.7
CC(=O)NC1CCCc2c1cnn2-c1ccc(C(C)(C)C)cc1 (configuration not stated) | / | / | / | 0 | -7 | -1 | -8 | 3 | 0.3
CCc1ccc(NC(=O)c2ccccc2SC)cc1 | -13 | 0.1 | -2 | -1 | -2 | -1 | 11 | 3 | -1.2

Assay outcomes (PubChem BioAssay)
